Assay outcomes deposited in PubChem BioAssay by National Center for Advancing Translational Sciences (NCATS).
Lipid storage S3 – qHTS Assay for Lipid Storage Modulators in Drosophila S3 Cells; 320,000 compounds, 0.64% hits; Drosophila S3 cells, BODIPY lipid droplet fluorescence, 18-24 h; cells fed with added oleic acid; AID 2685, 2010; lipid storage change, negative = inhibition, % at the top dose, mostly 46.1 µM; hits show Potency in µM; active means well fitted inhibition curve with a large enough effect in the signal ratio, with a control signal flat, not every such curve was filed as active; inconclusive means small, poorly fitted or top-dose-only effect, or effect the other way, or a change in a side signal; the % refers to the signal ratio
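Laser-scanning cytometry quantifies lipid droplet accumulation (500–530 nm total intensity; droplet/cell object ratio) in oleic acid-fed (400 uM added) Drosophila S3 cells treated with a concentration series. 20 uM Triacsin C defined 100% inhibition.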
Lipid storage S3 cell count max – recorded beside Lipid storage S3, whose call it bears; cell number change, %; measured here: cell count max response;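 cells counted by Cell Tracker Red CMTPX staining in the red channel; peak over a dose series mostly up to 46.1 µM; percent activity relative to internal control wells on each plate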
An asterisk follows results filed as active; i = inactive; u = inconclusive; x = no result given. On the % scale 0 is the no-effect control and ±100 the full control effect; potency means the concentration at half of the fitted maximal effect. An excerpt. The share of hits here may be higher or lower than overall.

Molecule	Lipid storage S3	Lipid storage S3 cell count max
C=CCN(C(=O)c1cccc(C(F)(F)F)c1)C1(C(=O)Nc2ccccc2)CCN(C(C)C)CC1	u	x
COC(=O)C1=C(C)C(c2ccc(OC)cc2OC)NC(=O)N1 (configuration not stated)	u	x
Cc1ccc(NC(=S)/C(=C(\[O-])c2ccc(C)c([N+](=O)[O-])c2)[n+]2ccccc2)cc1C	-7.7%	10.2
COC(=O)c1sc(-c2ccc(C(C)(C)C)cc2)cc1NC(=O)c1ccccc1C(=O)O	11.9%	28.3
Cc1ccc(S(=O)(=O)Nc2nc(C)c(C(=O)NNS(=O)(=O)c3ccccc3)s2)cc1	-3.2%	8.8
CCOc1cc(C2/C(=C(\O)c3cc(C)ccc3C)C(=O)C(=O)N2CCN(C)C)ccc1O (configuration not stated)	i	-15.1
O=C(CCCc1ccccc1)NC1CCSC1=O (configuration not stated)	18.9%	14.5
COc1ccc(NC(=O)CN(C)CC(=O)NCC(=O)Nc2ccc(F)cc2)cc1	u	x
COc1ccc(C(=O)c2ccccc2Cl)cc1	u	x
CC(C)c1ncc(S(=O)(=O)c2ccc(C(F)(F)F)cn2)c(N)n1	u	x
O=C(NNC1CC(=O)N(c2ccccc2)C1=O)c1cccnc1 (configuration not stated)	-41.7%	-47.7
N=c1n(CCN2CCCCC2)c2ccccc2n1CC(O)COc1ccccc1 (configuration not stated)	u	x
CCCc1nc(N2CCN(C)CC2)c2sc(=S)n(-c3ccccc3)c2n1	-4.0%	-7.6
Cc1nc(-c2ccccc2)ccc1C(=O)O	u	x
Cn1ncc(Cl)c1C(=O)N1CCN(S(=O)(=O)c2ccc(F)cc2)CC1	i	4.8

Entries of single compounds as entered above. Values in the order: Lipid storage S3	Lipid storage S3 cell count max
`Cn1ncc(Cl)c1C(=O)N1CCN(S(=O)(=O)c2ccc(F)cc2)CC1` in the list: i	4.8
`Cc1ccc(S(=O)(=O)Nc2nc(C)c(C(=O)NNS(=O)(=O)c3ccccc3)s2)cc1` in the list: -3.2%	8.8

Some of the entries above in another layout:
CC(C)c1ncc(S(=O)(=O)c2ccc(C(F)(F)F)cn2)c(N)n1
- Lipid storage S3: u
- Lipid storage S3 cell count max: x

COc1ccc(C(=O)c2ccccc2Cl)cc1
- Lipid storage S3: u
- Lipid storage S3 cell count max: x

C=CCN(C(=O)c1cccc(C(F)(F)F)c1)C1(C(=O)Nc2ccccc2)CCN(C(C)C)CC1
- Lipid storage S3: u
- Lipid storage S3 cell count max: x

COC(=O)c1sc(-c2ccc(C(C)(C)C)cc2)cc1NC(=O)c1ccccc1C(=O)O
- Lipid storage S3: 11.9%
- Lipid storage S3 cell count max: 28.3

Next compounds:
Molecule	Lipid storage S3	Lipid storage S3 cell count max
COCCNC(=O)C(=O)Nc1ccc(Br)cc1	5.1%	5.4
COc1cccc(/C=C2\Oc3cc(OCC(=O)N4Cc5ccccc5C[C@H]4C(=O)O)ccc3C2=O)c1	u	x
NS(=O)(=O)c1ccc(CCNC(=O)c2ccc(OCC3CCCO3)cc2)cc1 (configuration not stated)	u	x
Cn1cncc1C#Cc1ccc2cc(C3(O)CCCCC3)oc(=O)c2c1	11.5%	-13.7
Cc1ccc(CN2CCN(CC(=O)O)C2=O)cc1	u	x
COc1ccc(CNC(=O)c2cccc(S(=O)(=O)N3CCN(c4ccc(F)cc4)CC3)c2)cc1	u	x
Cc1nc(N)nc(N/N=C/c2c(F)cccc2Cl)n1	11.1%	4.5
COc1ccccc1OCC(=O)Nc1c2c(nn1-c1ccc(C)cc1)CS(=O)(=O)C2	u	x
COc1ccccc1NC(=O)O/N=C(\N)c1ccccc1	1.1%	-10.1
COc1cc2[nH]c(=O)n(CCC(=O)N3CC=C(c4ccccc4)CC3)c(=O)c2cc1OC	u	x
CC(O)Cn1c(N2CCCC2)nc2c1c(=O)n(C)c(=O)n2C (configuration not stated)	11.0%	-9.9
CCC(=O)N(c1ccc(C(=O)O)cc1)c1nc(-c2ccc(OC)cc2)c(C)s1	1.2%	-9.4
CCOC(=O)COc1ccc(S(=O)(=O)N2CCN(c3ccccc3)CC2)cc1	u	x
CC1CCC(C(C)C)C(OC(=O)CSc2nnc(N)s2)C1 (configuration not stated)	-3.2%	6.5
COc1ccc(S(=O)(=O)N2CCCCC2)cc1NC(=S)Nc1cccc(Cl)c1C	u	x
COc1ccc(/C=C\c2cc(OC)c(OC)cc2CC[N+](C)(C)C)cc1OC	-19.5%	-12.9
ONC(=Nc1cccc(C(F)(F)F)c1)c1cccnc1	-0.9%	-13.8
Cc1c(-c2ccc(F)cc2)[n+](=O)c2c(n1[O-])CCCCC2	-1.2%	0.4
O=C(NCN1C(=O)C2C3C=CC(C3)C2C1=O)Nc1nncs1 (configuration not stated)	-5.5%	-8.2
Cc1ccc(NC(=O)CN(C)C(=O)CCOc2ccccc2C)cc1	1.4%	0.6
CSc1nc(C)c(C(=O)C[n+]2ccccc2)cc1C#N	0.8%	10.2
O=C(N/N=C/c1ccccn1)C(O)c1ccccc1 (configuration not stated)	u	x
Cc1ccc(C)c(S(=O)(=O)N2CCN(C(=O)/C=C/c3ccco3)CC2)c1	u	x
COc1ccc([N+](=O)[O-])cc1NC(=O)c1ccccc1SC	u	x
COc1ccc(CCN2CC(C(=O)NCCc3ccccc3)CC2=O)cc1OC (configuration not stated)	-3.9%	1.5
COc1ccc2nc(SC(C(=O)c3ccccc3)c3ccccc3)nc(C)c2c1 (configuration not stated)	u	x
COc1cc(OC)cc(C(=O)N2CCN(S(C)(=O)=O)CC2)c1	u	x
COc1ccc(NC(=O)CN2C(=O)COc3ccc(S(=O)(=O)N4CCCCC4)cc32)c(OC)c1	u	x
COc1cccc(OCCNC(=O)c2cccc(OC)c2)c1	-0.3%	5.3
Cc1ccccc1-n1nnnc1SC1CCOC1=O (configuration not stated)	4.7%	2.8
COc1ccc(C2=NN(C(=O)CSc3nc4ncc(Cl)cc4[nH]3)C(c3ccco3)C2)cc1 (configuration not stated)	u	x
COc1ccc(NC(=O)CSc2nnc(C)c(=O)n2N)cc1	-3.9%	6.0
COc1cccc(NC(=O)N2CCCc3ccccc32)c1	u	x
COc1cccc(NC(=O)C2CC(=O)N(Cc3ccco3)C2)c1 (configuration not stated)	0.3%	-4.3
CCOc1ccc(Nc2nnc(Cc3ccc(OC)cc3)c(=O)[nH]2)cc1	u	x
NNc1nc(-c2ccccc2)cc(-c2ccccc2)n1	u	x
CNC(=S)Nc1cc(C(F)(F)F)ccc1Cl	u	x
O=C(C1=C(O)C(=O)N(CCN2CCOCC2)C1c1ccc(Br)cc1)c1cc2ccccc2o1 (configuration not stated)	u	x
C/C(=N\Nc1ccc(C#N)cc1[N+](=O)[O-])c1ccc(C)o1	u	x
CCN1CCN(S(=O)(=O)c2ccc(C(=O)Nc3ccccc3)cc2)CC1	-5.8%	-4.5
CC(C)CCOCC(=O)Oc1ccccc1C(=O)O	u	x
COc1ccc(CCNC(=O)CCOc2ccc(C)cc2)cc1OC	u	x
Cc1ccc(CNC(=O)c2nnc(CS(=O)(=O)c3ccccc3)o2)cc1	u	x
CC(C)CCNC(=O)CSc1nc2ccccc2c(=O)[nH]1	i	x
CCC(CC)c1nnc(NC(=O)c2ccc(N3CCCCC3)c([N+](=O)[O-])c2)s1	u	x

(listing goes on)
| smiles | Lipid storage S3 | Lipid storage S3 cell count max |
| --- | --- | --- |
| COc1ccc(NC(=O)CCCNC(=O)c2ccc(Cl)cc2)c(OC)c1 | i | 4.8 |
| CC(=O)c1cccc(NC(=O)C2CC(=O)N(c3cccc(C)c3C)C2)c1 (configuration not stated) | 6.0% | 7.6 |
| COc1ccccc1NC(=O)c1cnc2c(-c3ccccc3)c(C)nn2c1C | -8.6% | -6.6 |
| COc1ccc(/C(N)=N/OC(=O)CSc2ccc(C)cc2)cc1 | u | x |
| CCCCSc1ncc(C(=O)OCC)c(N)n1 | -2.7% | -1.5 |
| O=C(O)c1cccc2sc3cc(Cl)ccc3c(=O)c12 | u | x |
| CS(=O)(=O)Nc1ccc(C(=O)NCCSC2CCCCC2)cc1 | u | x |
| CC(NC(=O)C1CCCCC1)c1ccc2c(c1)OCCO2 (configuration not stated) | i | x |
| COc1ccc(O)c(C2=Nc3ccccc3N=C(c3ccco3)C2)c1 | -1.6% | -19.2 |
| CC1CN(C(=S)SCCN2Cc3ccccc3C2=O)CC(C)O1 (configuration not stated) | 1.7% | 2.0 |
| COc1ccc(CNC(=O)CN2CCC(C(=O)c3ccc(OC)cc3)CC2)cc1 | 14.8% | 0.8 |
| CC1CC(C)(C)CC2(C1)NC(=O)N(CC(=O)N(C)Cc1nc3ccccc3c(=O)[nH]1)C2=O (configuration not stated) | 3.9% | -14.1 |
| CCOc1ccccc1NC(=O)COC(=O)c1cccc(-c2ccc(OC(C)=O)cc2)c1 | -6.2% | 5.2 |
| CC1=CC(C)(C)N2C(=O)C3(C(C#N)=C(N)Oc4cc(O)ccc43)c3c(C)c(C)cc1c32 (configuration not stated) | u | x |
| c1ccc2sc(NC3=NCN(CCN4CCOCC4)CN3)nc2c1 | -3.4% | 1.1 |
| Cc1ccc(CNS(=O)(=O)c2ccc(-n3cnnn3)c(C)c2)cc1 | u | x |
| Fc1ccc(N/N=C(/c2ccccc2)c2ccccn2)cc1 | 8.3% | 9.5 |
| CC(=O)Nc1ccc(S(=O)(=O)Nc2ccccc2N2CCOCC2)cc1 | u | x |
| O=C(N/N=C/c1cccs1)c1ccc2ncccc2c1 | u | x |
| COc1ccc(C(=O)NC(C)c2nnc(SCC(=O)Nc3nc(C)cs3)n2C)cc1 (configuration not stated) | u | x |
| Cc1c(OCC(=O)Nc2cccnc2)ccc2c3c(c(=O)oc12)CCC3 | i | -21.0 |
| Cc1ncoc1C(=O)Nc1ccccc1C(N)=O | u | x |
| N=c1c(C(=O)NCC2CCCO2)cc2c(=O)n3ccccc3nc2n1Cc1ccc(Cl)cc1 (configuration not stated) | i | -5.0 |
| Nc1cc(=O)[nH]c(SCC(=O)Nc2nnc(-c3ccccc3)s2)n1 | u | x |
| CCN(CC(=O)Nc1ccccc1OC)C(=O)COc1ccc2ccccc2c1 | 2.3% | 1.2 |
| OCC(O)C1OC(Nc2ccc(Br)cc2)C(O)C1O (configuration not stated) | 16.5% | 10.0 |
| CCCc1nnc(NC(=O)CSc2ncn[nH]2)s1 | u | x |
| CC(C)(C)NC(=O)C1CC(=O)OC12CCCCC2 (configuration not stated) | u | x |
| CC(=O)NC(CC(=O)Nc1nc(-c2ccc(N(C)S(C)(=O)=O)cc2)cs1)c1ccccc1 (configuration not stated) | u | x |
| COc1ccc(CNC(=O)CCS(=O)(=O)c2ccc3c(c2)CCN3C(C)=O)cc1 | u | x |
| CCCc1cc(=O)[nH]c(SCC(=O)N2CCCC2=O)n1 | u | x |
| CC(=N)C1=C(O)CC(c2ccccc2)CC1=O (configuration not stated) | i | 0.8 |
| CC(CCc1ccccc1)NCC#N (configuration not stated) | u | x |
| CCC1(C)Cc2c(sc3[nH]c(=O)[nH]c(=O)c23)CS1 (configuration not stated) | 10.0% | -4.8 |
| c1ccc(N2CCN(c3nc(-c4ccccn4)nc4ccccc34)CC2)cc1 | -5.2% | -15.5 |
| O=C(COC(=O)CNC(=O)c1ccc(Cl)c([N+](=O)[O-])c1)NNC(=O)c1cccs1 | u | x |
| O=C(CNC(=O)c1ccco1)Nc1ccc(Br)cc1 | i | x |
| Cc1cc(CNC(=O)CC2C(=O)NCCN2Cc2ccccc2C(F)(F)F)nn1C (configuration not stated) | 18.5% | -0.2 |
| CCCNC(=O)Nc1cc(S(=O)(=O)CC)ccc1O | u | x |
| CCCCn1c(N)c(N(CCOC)C(=O)COC(=O)COc2ccc(CC)cc2)c(=O)[nH]c1=O | -4.2% | -16.8 |
| O=C(Cn1cccc1)N1CCc2ccccc21 | u | x |
| CCC(C)(C)NC(=O)CN(Cc1cccs1)C(=O)CNS(=O)(=O)c1ccc(C)cc1 | 19.2% | 15.6 |
| Cc1ccc(C)c(N(C(=O)Cn2nnc3ccccc32)C(C(=O)NC(C)(C)C)c2ccsc2)c1 (configuration not stated) | -7.8% | 0.0 |
| COc1ccc(Cl)cc1NC(=O)CCN1CCOCC1 | 7.0% | 5.4 |
| CCCCN(C(=O)c1cccc(-n2cccc2)c1)c1c(N)n(Cc2ccccc2)c(=O)[nH]c1=O | u | x |
| Cc1cc(C)c(NC(=O)Cn2c(=O)c3cccn3c3ccccc32)c(C)c1 | u | x |
| CN(C(=O)COC(=O)c1cccc(S(=O)(=O)N2CCCCCC2)c1)C1CCS(=O)(=O)C1 (configuration not stated) | u | x |
| Cc1ccc(-c2nnn(CC(=O)N(CC(=O)NCC3CCCO3)c3ccccc3)n2)o1 (configuration not stated) | u | x |
| O=c1oc2ccccc2c(NCc2ccccc2F)c1[N+](=O)[O-] | 8.5% | 20.9 |
| COCC(=O)OCC(=O)Nc1cc(C)c(C)cc1[N+](=O)[O-] | u | x |
| Cc1ccc(C(=O)N/N=C/c2cc(Br)ccc2O)cn1 | u | x |
| Cc1ccc(C)c(N(CC(=O)NC2CCCCC2)C(=O)c2snc(C(N)=O)c2N)c1 | i | -26.2 |
| O=C1NC(=O)/C(=C\c2ccc(OCc3cccc([N+](=O)[O-])c3)cc2)N1 | -6.5% | 2.0 |
| CCCCC1=NN2CCS(=O)(=O)N=C2S1 | u | x |
